CSN inh: inhibitors of human CSN-mediated cullin deneddylation; Q92905; Purified CSN, SCF-Nedd8-OG deneddylation, fluorescence polarization; inhibition, % at 12.5 µM; AID 651999; hit rate 0.38% among 360,000;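 active means pattern-corrected inhibition above about 35%, with an unprinted fluorescence ratio check between 0.5 and 1.5, limit read from the data, passing the limit was not always enough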;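 further: 0% = enzyme with substrate and 100% = substrate without enzyme; some results filed as inactive read as strong as hits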
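Schedule: reaction 90 min, room temperature / Assay system: HEK293T-derived human Csn5 enzyme / Input: Csn5 at 0.24 nM final / Measure: inhibition of Csn5 cleavage, % / Control set: substrate-only high control, full reaction low control / Technique: fluorescence polarization of the substrate / Buffer or medium: Tris/NaCl/DTT buffer, pH 7.5 / Reagent: SCFSkp2-Nedd8OG substrate at 10 nM final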
FAS TE block: inhibitors of human fatty acid synthase thioesterase domain; recombinant FAS-TE, OMFH fluorogenic substrate, fluorescence endpoint; inhibition, % at 15 µM; P49327; hit rate 0.67% among 360,000; AID 602261;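 active means compounds whose normalised, plate-corrected inhibition of enzyme fluorescence in the single-dose primary screen is 50% or more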;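 further: 0% = DMSO with enzyme and 100% = substrate without enzyme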
MLLE-PAM2 inh: blocks PAM2 peptide binding to the PABP1 MLLE domain; P11940; hit rate 0.36% among 360,000; inhibition, % at 20 µM; AID 588489; GST-MLLE / FITC-PAM2 fluorescence polarization; in the data active means inhibition above about 35%, passing the limit was not always enough;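 further: plate controls were DMSO wells with GST-MLLE for no effect and wells lacking GST-MLLE protein for full effect; some results filed as inactive read as strong as hits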
Target sequence (P11940 whole entry, looked up, the tested form may be a part): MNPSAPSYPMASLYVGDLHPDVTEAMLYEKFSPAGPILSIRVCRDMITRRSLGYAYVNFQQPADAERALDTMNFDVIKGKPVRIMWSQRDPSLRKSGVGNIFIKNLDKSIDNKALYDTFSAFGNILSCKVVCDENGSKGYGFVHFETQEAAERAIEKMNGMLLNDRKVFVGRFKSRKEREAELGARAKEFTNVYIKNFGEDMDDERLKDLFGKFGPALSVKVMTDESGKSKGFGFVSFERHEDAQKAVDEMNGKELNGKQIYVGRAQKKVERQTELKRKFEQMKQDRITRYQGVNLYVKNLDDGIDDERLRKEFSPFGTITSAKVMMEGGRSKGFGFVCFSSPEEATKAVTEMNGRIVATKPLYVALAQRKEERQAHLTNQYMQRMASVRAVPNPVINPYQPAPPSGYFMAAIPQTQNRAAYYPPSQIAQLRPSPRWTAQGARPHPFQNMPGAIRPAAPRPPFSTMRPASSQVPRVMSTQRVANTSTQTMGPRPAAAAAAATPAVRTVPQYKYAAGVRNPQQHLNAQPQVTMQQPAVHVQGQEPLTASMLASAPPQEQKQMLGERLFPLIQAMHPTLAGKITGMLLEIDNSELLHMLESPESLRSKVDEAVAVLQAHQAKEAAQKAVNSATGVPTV
Rpn11 block: inhibitors of human proteasome Rpn11; AID 588493; calls only at 20 µM; O00487; hit rate 0.59% among 360,000; human 26S proteasome, Ub4-pepOG fluorescence polarization; 20S core pre-blocked with epoxomicin;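 active means inhibition at 20 µM, scaled to each plate's controls, above about 33%, limit read from the data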
Target sequence (O00487 whole entry, looked up): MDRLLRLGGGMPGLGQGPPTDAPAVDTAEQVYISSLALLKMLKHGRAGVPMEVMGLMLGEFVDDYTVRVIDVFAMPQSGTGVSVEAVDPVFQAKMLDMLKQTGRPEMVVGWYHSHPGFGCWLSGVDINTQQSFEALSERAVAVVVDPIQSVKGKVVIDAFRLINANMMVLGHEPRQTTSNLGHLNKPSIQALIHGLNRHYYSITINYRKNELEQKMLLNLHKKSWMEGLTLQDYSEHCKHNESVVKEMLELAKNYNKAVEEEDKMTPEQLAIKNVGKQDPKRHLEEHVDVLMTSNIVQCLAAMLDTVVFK
Rin1 Abl inh: human Rin1-Abl interaction inhibition | TR-FRET Rin1/Abl binding, biochemical | P00519+Q13671 | hit rate 0.4% among 360,000 | inhibition, % at 7.35 µM; in the data active means inhibition above about 5%, passing the limit was not always enough
Neddyl block: cullin neddylation inhibition. AID 651699. hit rate 0.58% among 360,000. P61081+Q13564. TR-FRET cullin neddylation, biochemical. calls only at 25 µM; in the data active means inhibition above about 36%
NadD block: NadD (S. aureus) enzyme inhibition. inhibition, % at 20 µM. hit rate 0.78% among 360,000. purified NadD enzyme, colorimetric absorbance read-out. AID 602399; in the data active means inhibition above about 26%; further: some compounds past the cut are filed as inactive
MT1-MMP act inh: blocks activation of human MT1-MMP. HT1080 RFP-PRO-GFP cells, GFP/RFP ratio fluorescence, overnight; percent of plate control window, DMSO zero. hit rate 0.061% among 360,000. GFP/RFP ratio change, % at 20 µM. AID 651647. P50281;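 active means GFP/RFP ratio change of at least 30% with cell ATP level not reduced by more than half and red fluorescence within 50% of control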; further: strong numbers were not always called active
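Read-out: GFP/RFP fluorescence ratio; Test system: RFP-PRO-GFP reporter HT1080 cells; Compound dosing: single-point 20 µM compound, 1% DMSO; Times: overnight compound exposure at 37 °C.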
SKN-1 inh: inhibitors of C. elegans SKN-1; AID 624304; inhibition, % at 21.8 µM; C. elegans VP596 Pgst-4::GFP/RFP ratio, acrylamide-induced, 24 h; hit rate 0.49% among 360,000;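 active means interference check ratio from 0.5 to 1.5 plus GFP to RFP signal ratio inhibition reaching or exceeding a fixed threshold, cut at about 30% in these data, passing the limit was not always enough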; further: some compounds called inactive have numbers as strong as hits
* = called active by the depositor; i = inactive; . = no result given; + = active, no number.

Each structure is followed by: CSN inh	FAS TE block	MLLE-PAM2 inh	Rpn11 block	Rin1 Abl inh	Neddyl block	NadD block	MT1-MMP act inh	SKN-1 inh
[1] CC(C)c1cc(C(=O)N2CCN(C(c3ccccc3)c3ccccc3)CC2)no1
  3	22	-6	i	-2	i	-7	-4	2
[2] O=c1c(Cc2ccccc2)c(O)nc2n1CCCS2
  3	-2	4	i	-4	i	7	0	22
[3] O=C(NN1CCN(Cc2ccccc2Cl)CC1)c1ccc(Br)cc1
  -1	-4	3	i	1	i	4	4	4
[4] COc1cc(C(=O)O[C@H]2C/C(C)=C/CC[C@@]3(C)O[C@@H]3[C@H](O)[C@@H]2C(C)C)cc(OC)c1OC
  3	13	-9	i	1	i	-2	-1	22
[5] COc1ccc(OC)c(-c2nc(CN(C)C(C)c3ccncn3)c(C)o2)c1 (stereo unspecified)
  -6	-6	-22	i	-1	i	20	-1	-9
[6] CCOC(=O)c1c(S(=O)(=O)N2CCCCCC2)c(C)n(C)c1C
  4	-2	-2	i	1	i	-2	1	9
[7] C=CCn1c(SCCCCCC)nc(O)cc1=O
  0	-5	-6	i	1	i	-3	-2	11
[8] CCc1ccc(NC(=O)CSc2nnc(-c3ccccn3)n2C)cc1
  3	-2	-27	i	2	i	2	6	-10
[9] Cc1ccc(C)c(NC(=O)c2cc(-c3cc(C)cc(C)c3O)n[nH]2)c1
  2	6	11	i	3	i	-3	0	-3
[10] O=S1(=O)C[C@@H](N2CC[C@@H](O)C2)[C@H](COCc2ccccc2)N1
  7	-4	19	i	2	i	-4	4	3
[11] CCOc1ccc(NC(=O)c2ccc(C#CC(C)(C)O)cc2)cc1
  -1	-2	-6	i	-4	i	2	-4	-6
[12] O=C(CN1CCCc2ccccc21)NCCc1ccc(Cl)cc1
  2	17	-7	i	-4	i	0	-9	11
[13] COC(CNc1cc(=O)oc2ccccc12)OC
  1	-5	-6	i	-2	i	-8	-11	8
[14] CC(C)CCC[C@](C)(O)c1ccc(C(=O)O)cc1O
  -4	-8	.	.	.	i	-2	2	1
[15] Clc1ccc(CN=C(Nc2ccccc2)NC2CCCCC2)cc1
  5	-2	11	i	-2	i	-6	-8	4
[16] CCCc1cnc(N2CCN(C(=O)c3c(-c4ccccc4)noc3C)CC2)nc1
  -5	5	4	i	3	i	-5	1	-4
[17] CCOc1ccc(/C=N/Nc2nc(C)cs2)c(O)c1
  3	-1	-16	i	-2	i	1	5	9
[18] Cc1ccc(CCNC(=O)CCn2c(=O)c3cccn3c3ccc(F)cc32)cc1
  3	17	0	i	-4	i	-6	0	-2
[19] CC(C)C(NC(=O)/C=C/c1ccc(F)cc1)C(C)C
  1	-9	10	i	-1	i	-6	6	-8
[20] CCN(CC)S(=O)(=O)c1ccc(C)c(NC(=O)c2cc(C)oc2C)c1
  0	1	-5	i	5	i	-8	5	-4

Single records, from the list above. Order of screens: CSN inh	FAS TE block	MLLE-PAM2 inh	Rpn11 block	Rin1 Abl inh	Neddyl block	NadD block	MT1-MMP act inh	SKN-1 inh
CCN(CC)S(=O)(=O)c1ccc(C)c(NC(=O)c2cc(C)oc2C)c1 is entered as 0	1	-5	i	5	i	-8	5	-4
CC(C)C(NC(=O)/C=C/c1ccc(F)cc1)C(C)C is entered as 1	-9	10	i	-1	i	-6	6	-8
COc1ccc(OC)c(-c2nc(CN(C)C(C)c3ccncn3)c(C)o2)c1 (stereo unspecified) is entered as -6	-6	-22	i	-1	i	20	-1	-9

Other entries follow:
Each structure is followed by: CSN inh	FAS TE block	MLLE-PAM2 inh	Rpn11 block	Rin1 Abl inh	Neddyl block	NadD block	MT1-MMP act inh	SKN-1 inh
[21] Cc1ncc(CN2CCCCC2C(=O)Nc2ccc(Oc3ccccc3)nc2)cn1 (stereo unspecified)
  -2	-4	3	i	3	i	2	2	-3
[22] CC1=C(C(=O)OCCOc2ccccc2)C(c2ccsc2)NC(=O)N1C (stereo unspecified)
  -1	1	4	i	5	i	1	1	18
[23] CCC(c1nnnn1CS(=O)(=O)c1ccc(C)cc1)N1CCN(c2nc3ccccc3s2)CC1 (stereo unspecified)
  0	48	11	i	2	i	15	-15	15
[24] CN(C)C(=O)CCc1ccc2c3c([nH]c2c1)[C@]1(C)[C@@H](C(=O)N2CCOCC2)C[C@H](CC(=O)NCCc2ccccn2)C(=O)N1CC3
  -1	-7	-6	i	-1	i	4	2	2
[25] CC(C)COC(=O)CNc1n[nH]c(=S)[nH]c1=O
  1	-8	32	i	-5	i	1	9	-4
[26] Cc1c(CCO)c(=O)[nH]n1S(=O)(=O)c1ccccc1
  0	-4	6	i	8	i	-3	5	2
[27] Cc1ccc(CNC(=O)C2CC(=O)OC23CCCC3)c(C)c1 (stereo unspecified)
  0	-8	3	i	-6	i	1	-2	-15
[28] O=C(O)c1nc(Cl)c(Cl)c(N/N=C/c2ccccc2C(F)(F)F)c1Cl
  2	6	-5	i	1	i	5	-2	-7
[29] COc1ccccc1OC1=NS(=O)(=O)c2ccccc21
  1	-7	-2	i	0	i	-2	2	-7
[30] COc1ccccc1C(=O)NNC1CC(=O)N(c2ccc3c(c2)OCCO3)C1=O (stereo unspecified)
  9	-8	8	i	-1	i	-5	0	11
[31] Cc1ccc(S(=O)(=O)Nc2ccc(-c3csc(-c4ccccc4)n3)cc2)cc1
  -5	72*	3	i	-3	i	4	-6	16
[32] COc1cccc(/C=C/C(=O)OCC(=O)Nc2ccc(S(=O)(=O)N3CCCC3)cc2)c1
  -4	13	-7	i	-5	.	-9	-5	14
[33] O=C(Oc1ccc2c3c(c(=O)oc2c1)CCCC3)c1cccs1
  -1	43	-8	i	2	.	-9	-1	2
[34] CCOC(=O)c1ccc(S(=O)(=O)NNC(=O)c2cccc(N(C)C)c2)cc1
  -7	-3	-16	i	1	i	-6	0	2
[35] Cc1ccc(C(C(=O)NC2CCCCC2)N(Cc2ccco2)C(=O)C2COc3ccccc3O2)o1 (stereo unspecified)
  2	13	3	i	-1	i	2	-15	14
[36] O=C(CCNC(=O)c1ccccc1Cl)Nc1cc(S(=O)(=O)N2CCOCC2)ccc1N1CCOCC1
  8	-3	-3	i	1	i	-3	0	0
[37] O=C(NNC(=S)NC1CCCCC1)c1cccc(S(=O)(=O)Nc2ccccc2Cl)c1
  0	-5	31	i	2	i	3	-3	-4
[38] O=C(CSc1ccc2nnc(-c3ccc(F)cc3)n2n1)NCC1CCCO1 (stereo unspecified)
  -1	-3	2	i	2	.	-1	5	-15
[39] COc1ccc(N2CCN(C(c3cc(OC)ccc3OC)c3nnnn3Cc3ccco3)CC2)cc1 (stereo unspecified)
  5	18	-1	+	-1	i	1	-8	20
[40] Cc1ccc(Cc2c(-c3cccc(Cl)c3)nc3ccc(C)cn23)cc1
  11	21	1	i	2	i	2	-2	6
[41] CCCCC(=O)Nc1ccc2c(c1)nc(CCN1CCN(C)CC1)n2C
  3	-3	-2	i	0	i	-1	-2	-3
[42] CC(C)(C)c1ccc(OCC(=O)N2CCN(c3ncccn3)CC2)cc1
  2	4	1	i	-1	i	-8	2	3
[43] COc1ccc(C(=O)CSc2nnc(CC(=O)Nc3ccccc3OC)n2C)cc1
  0	-4	-19	i	5	i	-5	1	-4
[44] O=C(CCCSCCCC(=O)NN=Cc1ccccc1)NN=Cc1ccccc1
  -1	2	-2	i	3	i	-3	3	-10
[45] COc1ccc(C(=O)/C=C/Nc2ccc(S(=O)(=O)Nc3cc(OC)nc(OC)n3)cc2)c(OC)c1
  2	-2	-41	i	-3	i	32*	-8	5
[46] COC(=O)c1ccc(OC(=O)C23CCC(C)(C(=O)O2)C3(C)C)cc1 (stereo unspecified)
  2	-3	-5	i	0	i	-7	0	1
[47] Cc1ccccc1C(=O)NNC(=O)C(=O)Nc1cccc(Cl)c1C
  1	-3	-3	i	3	i	-8	4	4
[48] CCn1c(SCC(=O)NC2=NCCS2)nnc1C(C)NC(=O)c1ccccc1Br (stereo unspecified)
  -1	-5	-2	i	2	i	-6	1	-5
[49] Cc1nc2ccc(NC(=O)C3CCCCC3)cc2s1
  -4	-2	-65	i	5	i	2	0	12
[50] CC(C)(C)C1CCc2[nH]nc(C(=O)O)c2C1 (stereo unspecified)
  14	-7	-2	i	0	i	0	1	5
[51] CN1CCC(N(C)C(=O)c2cc(-c3ccccc3Cl)nc3ccccc23)CC1
  3	-1	-2	i	2	i	-10	-4	-14
[52] Cc1cc(C)c2oc(C(=O)N(Cc3cccs3)C3CCS(=O)(=O)C3)cc(=O)c2c1 (stereo unspecified)
  -1	4	-4	i	-1	i	-4	3	-5
[53] COc1cc(O)c2c(=O)c3c(O)c(O)ccc3oc2c1OC
  4	4	16	i	2	i	6	9	-4
[54] CCc1nc2nc(C)c(NS(=O)(=O)c3ccc(C)c(C)c3)c(=O)n2[nH]1
  8	-9	-4	i	3	i	-4	5	-11
[55] Cc1nc2sc3c(c2c(=O)[nH]1)CCC3
  2	-7	-8	i	-1	i	-2	5	-14
[56] C=CCn1c(CSc2nc3ccccc3s2)nnc1SCC(=O)NCCN1CCOCC1
  1	-11	-34	i	3	i	1	8	-1
[57] COc1ccc(-c2nnc(NC(=O)c3ccc(S(=O)(=O)N(C)CC4CCCO4)cc3)o2)c(OC)c1 (stereo unspecified)
  -4	5	-1	i	1	i	17	2	8
[58] CCOC(=O)C1=C(C)NC(=O)NC1c1ccc(OCC(N)=O)cc1 (stereo unspecified)
  3	-8	-6	i	-1	i	4	5	18
[59] Cc1cc(NC(=O)c2cc3n(n2)C(C(F)(F)F)CC(c2ccco2)N3)n(-c2ccccc2)n1 (stereo unspecified)
  1	1	0	i	3	i	0	-4	-1
[60] COC(=O)c1cn(-c2ccccc2)nc1-c1ccccc1
  -2	7	4	i	-2	i	-6	1	11
[61] CC(Sc1nnnn1C1CC1)C(=O)N1CC(=O)Nc2ccccc21 (stereo unspecified)
  4	-7	-2	i	0	i	-2	-3	10
[62] CC(C)(C)NC(=O)CCCSc1nc2ccccc2s1
  -5	0	2	i	-3	i	-3	-1	19
[63] O=C(O)CSc1nc(-c2ccccc2)nc2c1CCCC2
  -2	-7	6	i	-4	i	-1	3	12
[64] COc1ccc(OC)c(S(=O)(=O)N2CCN3CCCC3C2)c1 (stereo unspecified)
  -5	-6	8	i	-5	i	-2	-2	12
[65] Cc1ccc(/C(N)=N/OC(=O)Oc2ccccc2)cc1
  -2	-2	-2	i	-3	i	1	-2	6
[66] O=C(N/N=C/C=C/c1ccccc1)c1ccccc1Br
  -3	-7	15	i	-4	i	1	-1	4
[67] COc1ccc(C(C(=O)NC2CCCCC2)N(C(=O)Cc2c[nH]c3ccccc23)c2ccccc2C)cc1OC (stereo unspecified)
  -6	13	-1	i	-1	i	11	-6	5
[68] Cc1noc(C)c1COC(=O)c1ccc(-c2nc3ccccc3s2)s1
  -4	32	7	i	1	i	-7	4	1
[69] O=C(CSc1nnnn1-c1ccccc1)N1CCc2ccccc2C1
  1	5	-58	i	0	i	-3	6	-16
[70] O=c1oc2cc(O)ccc2cc1-c1ccc(F)cc1
  6	0	-8	i	1	i	-1	-3	4
[71] C=CCN1C(=O)c2ccc(C(=O)N3CCC(C(=O)OCC)CC3)cc2C1=O
  -2	-1	1	i	3	i	2	8	17
[72] COc1ccccc1-c1cn(S(=O)(=O)c2ccc(F)cc2)nc1N
  0	0	7	i	-1	i	1	-2	-16
[73] Cc1cccc(C(=O)NNS(=O)(=O)c2ccc(F)cc2)c1O
  6	1	0	i	0	i	-2	5	-11
[74] CCC1ON(C(C)C)C2c3nc4ccccc4n3CC12 (stereo unspecified)
  -1	-3	-3	i	0	i	7	-6	8
